# Screens: PubChem BioAssay, National Center for Advancing Translational Sciences (NCATS)
# Giardia FBPA inh – blocks Giardia fructose-bisphosphate aldolase activity. A8B2U2. purified Giardia FBPA. Potency, µM (doses to about 59.6 µM), inactives show at the top dose activity, negative = inhibition, actives largely listed as inhibitors. hit rate 0.71% among 290,000; further: potency means the concentration at half of the fitted maximal effect; on the % scale 0 is the no-effect control and ±100 the full control effect; nearly all actives have a fitted effect of over 55% in size
# Target sequence (A8B2U2 whole entry, looked up): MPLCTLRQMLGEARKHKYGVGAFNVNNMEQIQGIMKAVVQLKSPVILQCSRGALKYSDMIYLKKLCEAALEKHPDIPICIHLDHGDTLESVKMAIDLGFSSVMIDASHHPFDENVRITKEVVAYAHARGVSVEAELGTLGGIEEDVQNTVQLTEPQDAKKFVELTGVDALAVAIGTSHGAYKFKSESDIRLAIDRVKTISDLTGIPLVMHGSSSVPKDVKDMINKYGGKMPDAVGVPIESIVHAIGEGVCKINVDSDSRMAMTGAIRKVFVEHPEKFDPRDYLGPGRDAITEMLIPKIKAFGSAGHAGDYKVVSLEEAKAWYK
#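 Giardia FBPA (40 nM reagent) was preincubated 10 min at RT with compound (up to 57.5 uM final), then substrate plus GAPDH/TPI/NAD/arsenate coupling system with diaphorase/resazurin was added; resorufin fluorescence (525/598 nm) was read after 20 min.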
# AmpC detergent – AmpC beta-lactamase inhibition with detergent present; P00811; AmpC hydrolysis of nitrocefin, absorbance 480 nm, 0.01% Triton; Potency, µM (series often up to 114 µM), inactives show at the highest dose activity change, negative = inhibition, hits mostly inhibitors; hit rate 0.041% among 370,000; AID 485294;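 further: potency means the concentration at half of the fitted maximal effect; 0% = no-compound wells and -100% = no-enzyme wells; nearly all actives have a fitted effect of over 25% in size; some results filed as inactive show a strong effect at the top dose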
# Target sequence (P00811 whole entry, looked up): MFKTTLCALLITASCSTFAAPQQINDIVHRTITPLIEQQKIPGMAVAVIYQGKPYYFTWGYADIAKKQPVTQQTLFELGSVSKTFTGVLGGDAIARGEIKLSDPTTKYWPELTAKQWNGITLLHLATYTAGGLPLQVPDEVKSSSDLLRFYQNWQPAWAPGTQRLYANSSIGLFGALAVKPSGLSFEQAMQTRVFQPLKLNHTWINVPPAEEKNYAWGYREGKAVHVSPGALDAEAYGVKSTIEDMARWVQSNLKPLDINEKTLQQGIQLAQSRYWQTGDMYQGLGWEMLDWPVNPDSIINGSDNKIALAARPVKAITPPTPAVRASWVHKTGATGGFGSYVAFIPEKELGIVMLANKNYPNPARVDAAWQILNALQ
#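 20 mM phosphate pH 7.0 + 0.01% (detergent screen) or 0.0001% Triton X-100; 5.3 nM AmpC reagent; cpd preinc 15 min RT; nitrocefin (800 uM stock) to start; A480 q20 s × 4 min; Activity was normalised to no-enzyme and no-compound control wells.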
# Shiga toxin inh – blocks Shiga toxin action in Vero cells | Vero cells, Shiga toxin protein synthesis inhibition reporter | inhibition, % at 38.7 µM | hit rate 9.2% among 290,000; in the data active means inhibition mostly above about 28%, no sharp cut-off; inactive means mostly below about 43%; further: 0% is about no effect
# AmpC inh no detg – inhibitors of E. coli AmpC beta-lactamase without detergent; Potency, µM (series often up to 57.1 µM), without a hit: at the top dose activity change, negative = inhibition, hits mostly inhibitors; hit rate 0.52% among 330,000; AID 485341; AmpC nitrocefin hydrolysis, absorbance 480 nm, 0.0001% Triton;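 further: potency means the concentration at half of the fitted maximal effect; plate controls were no compound for no effect and no enzyme for full effect; nearly all actives have a fitted effect of over 20% in size; some results filed as inactive show a strong effect at the top dose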
#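 AmpC (5.3 nM in the dispensed reagent) in 20 mM phosphate pH 7.0 with 0.01% (detergent screen) or 0.0001% Triton X-100 was preincubated with compounds for 15 min at room temperature. Nitrocefin was then added from an 800 uM solution, and hydrolysis was followed at 480 nm.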
# CHX counter – affects cycloheximide protein synthesis inhibition readout, counter-screen. max response, %. cell reporter, cycloheximide protein synthesis inhibition counterscreen. hit rate 12% among 300,000; in the data active means max response mostly above about 13%, no sharp cut-off; inactive means mostly below about 14%; further: read at 38.3 µM for the half of the compounds with a filed dose; 0% is about no effect
# AMA1-RON2 inh – disrupts binding of P. falciparum AMA1 to RON2. AlphaScreen AMA1-biotinylated RON2 peptide binding. hit rate 0.2% among 360,000. Potency, µM (series often up to 58.2 µM), for the others: top-dose activity change, negative = inhibition, actives largely listed as inhibitors;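 further: potency means the concentration at half of the fitted maximal effect; 0% = vehicle wells and -100% = peptide control; nearly all actives have a fitted effect of over 45% in size; some results filed as inactive show a strong effect at the top dose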
#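 AMA1 (3D7) with his tag at 25 nM final met compounds first, then biotinylated RON2 peptide at 25 nM; detection used donor plus acceptor beads, 10 µg/mL apiece, read by AlphaScreen after 30 min at room temperature.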
# HCMV inh – inhibitors of human cytomegalovirus. hit rate 4.5% among 410,000. AID 1259415. HFF cells, HCMV-luciferase reporter, 72 h; active compounds read low. activity change, negative = inhibition, % at 57.5 µM; in the data active means activity change below about -60%; inconclusive means no clear call, values can overlap the other calls; inactive means above about -39%; further: on the % scale 0 is the no-effect control and ±100 the full control effect
#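 Steps: HFFs plated, 16 h 37C; compounds added; HCMV-luciferase added to MOI 1 PFU/cell; 72 h 37C; OneGlo reagent, 5 min room temperature; luminescence read, normalized to controls.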
# * marks the source's active call; other numbers are inactive results; ? = inconclusive; / = not tested or not shown; & = joins results of further samples; ! = not confirmed by another sample; [ ] = remark or other dose. Unless noted, the call rests on the fitted dose curve; in most records, active means well fitted curve in the direction sought with a large enough effect; inconclusive means small, poorly fitted or top-dose-only effect, or another doubt; inactive means no such curve, though single readings can be large; an effect the other way counts as inactive or inconclusive.
# Each structure is followed by: Giardia FBPA inh, AmpC detergent, Shiga toxin inh, AmpC inh no detg, CHX counter, AMA1-RON2 inh, HCMV inh
COc1cc2cnc(-c3ccccc3)c(C(=O)c3ccc(F)cc3)c2cc1OC
  /, 3%, /, 124%[activator], /, -11%, ?
NS(=O)(=O)c1ccc(-n2cccc2C=O)cc1
  2%, -7%, -14, -16%, -1, 9%, -6
Cc1cc2c(cc1S(=O)(=O)NCc1ccc(Cl)cc1)OCC(=O)N2
  -3%, -14%, -3, -20%, 2, 0%, 0
COC(=O)C1CCN(S(=O)(=O)CCNC(=O)c2cccc(OC)c2)CC1
  /, ?, /, ?, /, 17%, -28
CCOc1ccc(NC(=O)CSc2nnc(Cn3cnc([N+](=O)[O-])n3)n2CC)cc1
  16%, 3%, -19, 11%, 1, 1%, -67*
O=C(O)/C=C\c1ccccc1Oc1cccc(Cl)c1
  16%, ?, -8, -21%, -6, 5%, ?
CN(Cc1ccccn1)C(=O)CC1C(=O)NCCN1Cc1cccc(Oc2ccccc2)c1 (stereo not drawn)
  -15%, -5%, -6, 121%[activator], -5, 11%, -25
Cc1cccc2cc(COC(=O)C(C)(C)C)c(=O)[nH]c12
  7%, -8%, -3, -7%, 3, 20%, -20
CCC(CC)COC(=O)C1=C(C)NC(=O)NC1c1ccc([N+](=O)[O-])cc1 (stereo not drawn)
  6%, -9%, /, 24%, -4, -8%, -30
O=C(Nc1ccon1)c1sc2ccccc2c1Cl
  0%, -2%, 88*, -21%, 64*, 24%, 87
COc1ccccc1N1CCN(C(CNC(=O)c2ccc3c(c2)OCO3)c2cccnc2)CC1 (stereo not drawn)
  0%, ?, 26, 32%, 15*, -4%, -15
CC1Cc2ccccc2N1C(=O)CSc1nnc(-c2ccc(S(=O)(=O)N3CCCC3)cc2)n1C (stereo not drawn)
  1%, ?, -9, 111%[activator], 1, 11%, -39
CCCOC(=O)C1C2C=C[C@]3(CN(CCc4ccccc4)C(=O)[C@H]13)O2 (stereo partly drawn)
  -1%, -8%, -8, 34%, -2, 6%, -8
COc1cccc(C(=O)O/N=C(\C)c2cnccn2)c1
  1%, 9%, 10, -3%, 19*, 16%, -16
COc1cc(CCC(=O)Nc2ncc(C)s2)cc(OC)c1OC
  -5%, -4%, -7, -18%, -6, -2%, 8
O=C(Nc1ccc(C(=O)N2CCCCC2)cc1)c1cccs1
  -2%, ?, 68*, -4%, 19*, -1%, -4
COc1ccc(OCC(=O)Nc2ccc3c(c2)nc2n3CCSC2)cc1
  7%, ?, 21, -16%, -3, -2%, -38
O=C1c2ccncc2C(=O)N1Cc1cccc(Cl)c1
  13%, 0%, 33, 0%, -1, -4%, 19
NC(=O)CSc1nnc(-c2ccccc2)c(-c2ccccc2)n1
  12%, -10%, -21, -12%, -9, -7%, 23
CCC(C)c1ccc(NC(=S)NC(C)C2CCCO2)cc1 (stereo not drawn)
  2%, -6%, 38*, -20%, 10*, 17%, 1
O=C(c1ccccc1)c1nc[nH]c1C(=O)Nc1ccccc1
  -4%, ?, -6, -22%, 1, 88%[activator], -65*
CCOC(=O)c1c(C)[nH]c(C(=O)COC(=O)c2ccccn2)c1C
  -5%, -3%, 100*, -3%, 38*, 3%, 10
COc1cc2ccnc(Cc3cccc(OC)c3OC)c2cc1OC
  -20%, 5%, -18, 15%, 1, -3%, -72*
Cc1cc(C)cc(Oc2ccc(S(=O)(=O)N3CCN(C)CC3)cn2)c1
  /, -10%, /, 34%, /, -4%, -29
CCN(CC)S(=O)(=O)c1cccc(-c2n[nH]c(=S)n2/N=C/c2ccc(OC(F)F)cc2)c1
  ?, -7%, -2, 1%, -2, 3%[2.32 µM], -12
CCOc1ccc(CCNC(=O)c2cc3c(s2)CS(=O)(=O)C3)cc1OCC
  -4%, -1%, -5, -5%, -1, 8%, -14
COc1ccc(N2CCN(C(=O)CN(C)S(=O)(=O)c3cccs3)CC2)cc1
  2%, 0%&19%, 18, 23%, 2, -21%, -100*!
CCS(=O)(=O)N1CCN(C(=O)c2ccco2)CC1
  0%, ?, -17, -8%, 0, 9%, 7
CC(C)(C)NC(=O)C(c1ccc(F)cc1)N(Cc1cccs1)C(=O)c1ccc(CN2CCOCC2)o1 (stereo not drawn)
  7%, 3%, 4, 202%[activator], -5, 10%, -40
CC(OC(=O)C1=COCCO1)C(=O)c1ccc(Br)cc1 (stereo not drawn)
  /, /, /, -13%, /, 6%, 21

# Four entries drawn at random from those above:
# Each structure is followed by: Giardia FBPA inh, AmpC detergent, Shiga toxin inh, AmpC inh no detg, CHX counter, AMA1-RON2 inh, HCMV inh
COc1cc2ccnc(Cc3cccc(OC)c3OC)c2cc1OC
  -20%, 5%, -18, 15%, 1, -3%, -72*
Cc1cc(C)cc(Oc2ccc(S(=O)(=O)N3CCN(C)CC3)cn2)c1
  /, -10%, /, 34%, /, -4%, -29
CCC(C)c1ccc(NC(=S)NC(C)C2CCCO2)cc1 (stereo not drawn)
  2%, -6%, 38*, -20%, 10*, 17%, 1
O=C(c1ccccc1)c1nc[nH]c1C(=O)Nc1ccccc1
  -4%, ?, -6, -22%, 1, 88%[activator], -65*

# (more compounds)
# Each structure is followed by: Giardia FBPA inh, AmpC detergent, Shiga toxin inh, AmpC inh no detg, CHX counter, AMA1-RON2 inh, HCMV inh
O=C(N/N=C/c1ccc(-c2ccc(Cl)c(C(=O)O)c2)o1)c1cc2c(ccc3ccccc32)o1
  -1%, -10%, 13, -43%, 8, ?, -35
COc1cccc(CNc2cnc3ccccc3c2)c1O
  -15%, 2%, 44*, -9%, 30*, 1%, -23
COc1cccc(NC(=O)CC2C(=O)NC3CCCCC3N2C(=O)c2ccc(F)cc2)c1 (stereo not drawn)
  6%, -1%, -13, -1%, 2, 7%, -24
CCOC(=O)N/N=C/c1ccc(F)cc1F
  0%, ?, 57*, -23%, 30*, -10%, -30
O=C(Nc1ccc2c(c1)OCCO2)c1ccccc1
  -14%, 6%, 69*, -16%, 42*, -1%, /
Cc1[nH]nc2c1C(c1cc(Br)cs1)C(C#N)=C(N)O2 (stereo not drawn)
  ?, -1%, -11, -8%, -5, -13%, -98*
Cc1ccc(S(=O)(=O)NCCC(=O)N2CCC(C)CC2)cc1
  /, ?, /, -17%, /, -8%, 18
COCCNC(=O)CN1C(=O)C(C)N=C(c2ccccc2)c2cc(Cl)ccc21 (stereo not drawn)
  2%, 3%, -6, 77%[activator], 6, 0%, -5
COc1ccc(S(=O)(=O)N2CCCCC2)cc1NC(=O)Cc1c[nH]c2ccccc12
  -16%, -1%, -3, -27%, 3, -8%, -33
CC1(C)CC(=O)C(C=Nc2cc(C(=O)c3ccccc3)ccc2N)=C(O)C1
  -26%, 0%, 101*, -35%, 24*, 42%[activator], 42
Cc1cc(OCc2cc(C(=O)NCC3(C)COC3)no2)cc(C)c1Cl
  -7%, -2%, -10, 2%, -4, 4%, -7
O=[N+]([O-])c1cc(C(F)(F)F)ccc1N1CCCC(O)C1 (stereo not drawn)
  0%, -12%, 16, 1%, 2, -8%, 2
O=C(COc1ccc(Cl)cc1Cl)NCCCn1ccnc1
  1%, 5%, 34, -23%, 8, -2%, -5
Cc1nn(-c2ccccc2)c(C)c1/C=C/C(=O)OCC(=O)Nc1ncc(Cl)cc1Cl
  -10%, ?, -8, -27%, -1, 1%, 13
Cc1cnn(-c2cc(N/N=C/c3ccccc3Cl)ncn2)c1
  11%, 7%, -11, 23%, 2, 6%, -18
Cc1ccc(CCNC(=O)C2CCCN(S(=O)(=O)c3c(C)noc3/C=C/N(C)C)C2)cc1 (stereo not drawn)
  0%, -13%, -11, 47%, -4, -15%, -1
COc1cc(-n2c(=O)c3ccccc3n(Cc3cccc(C)c3)c2=O)cc(OC)c1OC
  0%, 3%, -2, -15%, 1, 3%, -30
O=C(Cc1ccccc1)NC(c1ccco1)c1c(O)ccc2ccccc12 (stereo not drawn)
  -23%, 0%, 2, -60%, 16, -7%, 13
COc1ccc(S(=O)(=O)Nc2c(C)cc(C)cc2C)c2cccnc12
  4%, -15%, -2, 11%, -1, 12%, -62*
CCN(CC)C(=O)c1ccc(Nc2nnc(-c3ccc(O)cc3)c3ccccc23)cc1
  -5%, -16%, 8, -25%, 4, 2%, ?
O=C1CCC(=O)N1CC(=O)N1c2ccccc2Sc2ccccc21
  -5%, 7%, -22, -5%, -5, -6%, -2
O=C(CN(Cc1ccco1)C(=O)c1ccccc1)Nc1ccc(Cl)c(Cl)c1
  ?, ?, 21, -34%, 10, -16%, 41
CCOc1ccc(N2CC(C(=O)Nc3ccc(S(=O)(=O)N4CCCCC4)cc3)CC2=O)cc1 (stereo not drawn)
  /, -20%, /, 8%, /, 21%, 26
Cn1nccc1C(=O)N/N=C/c1c(O)ccc2ccccc12
  ?, 1%, 47*, -27%, 28*, 93%[activator], -99*
COc1cccc(/C=N/n2c(SC)nnc2-c2ccccc2)c1O
  -10%, -9%, 7, 13%, 4, -2%, -14
Cn1c(O)c(/C=C2\N=c3ccccc3=C2CCNC(=S)NC2CC2)c(=O)n(C)c1=O
  ?, -10%, 9, 49%, -1, -8%, 16
Cc1ccccc1NC(=S)N(Cc1ccccn1)Cc1ccccc1Cl
  -1%, ?, -13, -17%, 10, 72%[activator], ?
Cc1cc(C)cc(Oc2nc(C(F)(F)F)nc3ccccc23)c1
  -3%, -2%, -6, ?, 1, 23%, -27
COCCn1c(=S)[nH]c2cc(C(=O)N(CCO)Cc3ccccc3)ccc2c1=O
  ?, 2%, 5, -7%, -6, 89%[activator], ?
COC(=O)c1ccc(N2C(=O)CC(N(C)CCc3ccc(OC)c(OC)c3)C2=O)cc1 (stereo not drawn)
  1%, -3%, 4, 71%[activator], -2, 1%, 12
O=C(Nc1ccccc1-c1ccccc1)C1CCCN(c2ncccn2)C1 (stereo not drawn)
  7%, -8%, -2, -20%, 3, -1%, -26
CCc1nnc(NC(=O)C2CCN(S(=O)(=O)Cc3ccccc3)CC2)s1
  1%, -8%, -4, -12%, -2, -4%, 45
COc1ccc(CNC(=O)C2CCCN(c3nn4c(=O)cc(C)nc4s3)C2)cc1 (stereo not drawn)
  /, -7%, -5, 4%, -1, 0%, 0
COc1ccc(-c2csc(Nc3ccccc3)[n+]2Cc2ccccc2)cc1
  -7%, -14%, 55*, -32%, 38*, ?, 40
COc1ccc(CCNC(=O)C(=O)NCc2ccc(C)cc2)cc1OC
  2%, -5%, -9, 29%, -3, 2%, -17
O=C(Nc1ccc(Cc2ccncc2)cc1)C1CCC(N2C(=O)C3CC=CCC3C2=O)CC1 (stereo not drawn)
  8%, -11%, -17, 32%, 1, 4%, ?
COc1ccc(-c2csc(NC(=O)Cn3nc(C)cc3C)n2)cc1
  2%, 1%, -13, -9%, -2, -5%, -29
Cc1cccc(NC(=S)NC(=O)CC2CC(C)(C)OC2=O)c1 (stereo not drawn)
  -2%, 5%, 56, -7%, -2, -14%, 12
CCN(CC)CCN(C(=O)c1ccc(S(=O)(=O)N(C)C2CCCCC2)cc1)c1nc2ccc(OC)cc2s1
  /, -4%, -7, -19%, 17, -8%, 12
